Screening data: PubChem, several laboratories
GSK3 alpha inh = inhibitors of human GSK-3 alpha kinase | P49840 | ADP-Glo luminescence, 60 min | inhibition, % at 10 µM | 320,000 compounds, 0.1% hits | AID 2650;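 in the data active = inhibition above about 50%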;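 also: GST-tagged GSK-3 alpha with peptide substrate and 25 µM ATP; 0% = DMSO neutral wells and 100% = GW8510 positive control wells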
Target sequence (P49840 whole entry, looked up): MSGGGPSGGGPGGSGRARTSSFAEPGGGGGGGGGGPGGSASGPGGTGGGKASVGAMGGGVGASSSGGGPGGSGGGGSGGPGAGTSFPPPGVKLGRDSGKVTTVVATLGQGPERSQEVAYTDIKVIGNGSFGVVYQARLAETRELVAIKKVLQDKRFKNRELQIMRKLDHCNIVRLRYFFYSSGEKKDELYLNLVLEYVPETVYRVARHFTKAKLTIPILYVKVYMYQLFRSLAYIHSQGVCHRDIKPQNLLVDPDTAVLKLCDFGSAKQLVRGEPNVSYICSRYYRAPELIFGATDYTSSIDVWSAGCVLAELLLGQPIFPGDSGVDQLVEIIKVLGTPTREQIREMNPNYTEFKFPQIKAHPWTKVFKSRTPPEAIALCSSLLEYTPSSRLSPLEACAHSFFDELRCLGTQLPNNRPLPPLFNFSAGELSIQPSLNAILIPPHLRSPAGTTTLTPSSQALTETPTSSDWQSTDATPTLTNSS
GSK3beta inhib = human GSK3beta kinase inhibition; P49841; GST-GSK3beta kinase, ADP-Glo luminescence, 60 min; active compounds read low; activity score (negative = inhibition), % at 10 µM; 300,000 compounds, 0.038% hits;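 active = more than half of replicate wells score below -50%, meaning over 50% inhibition versus plate controls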;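 also: 0% = median DMSO wells and -100% = median GW8510 positive control wells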
Target sequence (P49841 whole entry, looked up): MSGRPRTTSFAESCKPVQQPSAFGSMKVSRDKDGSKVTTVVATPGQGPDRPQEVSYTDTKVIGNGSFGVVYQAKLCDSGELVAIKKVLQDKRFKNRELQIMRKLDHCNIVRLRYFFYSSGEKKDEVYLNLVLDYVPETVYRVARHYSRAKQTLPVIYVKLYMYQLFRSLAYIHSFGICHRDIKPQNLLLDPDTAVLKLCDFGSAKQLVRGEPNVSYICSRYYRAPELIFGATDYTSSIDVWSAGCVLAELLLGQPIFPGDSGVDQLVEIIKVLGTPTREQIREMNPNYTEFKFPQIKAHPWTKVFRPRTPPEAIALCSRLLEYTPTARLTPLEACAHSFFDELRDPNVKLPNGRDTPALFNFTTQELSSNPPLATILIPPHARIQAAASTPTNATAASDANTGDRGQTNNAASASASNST
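test system = GST-tagged human GSK3beta kinase, cell-free | reagent = 25 µM ATP with peptide substrate | dosing = one dose of 10 µM per compound | schedule = 60 min reaction, RT | detection = luminescent ADP-Glo measurement of ADP formed | control set = DMSO neutral wells and GW8510 at 20 µM as positive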
PolyA inh = blocks polyadenylation in yeast reporter cells. AID 1875. S. cerevisiae SKY197-pL101 polyadenylation reporter, beta-gal luminescence; efflux-impaired pdr1/pdr3 knockout yeast; score 100 = 6 SD above DMSO. 300,000 compounds, 0.02% hits. calls only at 12 µM;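 active = lowest replicate activity score at least 50, where 100 means six control SD above control mean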;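 also: yeast exposed to compound for 9 h at 30 °C; higher score means more reporter readthrough which indicates perturbed polyadenylation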
aSyn UTR inh = MLPCN primary screen, SNCA 5' untranslated region; alpha-synuclein 5'UTR reporter, inhibitor activity; inhibition, % (tested at 7.5 µM); 300,000 compounds, 0.82% hits; in the data active = inhibition above about 60%;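 also: H4 neuroglioblastoma cells stably carrying SNCA 5'UTR luciferase fusion; 0% = DMSO wells and 100% = positive control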
IEC-6 tox = counter-screen for KLF5 inhibitors: cytotoxicity in IEC-6 cells; IEC-6 cytotoxicity, luminescence viability; inhibition, % at 5 µM; 290,000 compounds, 0.78% hits; in the data active = inhibition above about 22%;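 also: 0% = plate median of test compound wells and 100% = cytotoxic reference compound wells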
HSF1 inh = HSF1 inhibition | NIH3T3-HGL HSE-luciferase, MG132-induced, luminescence 8 h; active compounds read low | activity change, negative = inhibition, % at 7.5 µM (by protocol) | 300,000 compounds, 0.77% hits | AID 2098;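 active = more than half of replicate wells show activity change below -50%, luminescence cut by over half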;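 also: luciferase reports HSF-1 transcriptional activity via heat shock element; 0% = median of DMSO wells and -100% = zero luminescence signal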
HSF1 activator = increases HSF-1 driven luciferase reporter signal; NIH3T3-HGL HSF-1 luciferase reporter, MG132, 8 h; 100% = twice DMSO control signal; 300,000 compounds, 1.7% hits; activation, % at 9 µM; AID 504408;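 active = mean replicate activation of at least 50% with a set share of replicates each reaching 50%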;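 also: 0% = median of the neutral control wells and 100% = twice that signal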
KLF5 inhibitor = inhibitors of KLF5 expression | 290,000 compounds, 0.23% hits | inhibition, % at 5 µM | DLD-1 KLF5 promoter-luciferase reporter, luminescence;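 active = inhibition above a per-plate limit of that plate's mean compound inhibition plus 3 SD, cut at about 60% in these data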;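 also: 0% = DMSO wells and 100% = LY294002 at 200 µM; higher means less KLF5 promoter-driven luciferase light; inactives centre near -14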
HSP90 inh = blocks HSP90-mediated luciferase refolding in reticulocyte lysate | Rabbit reticulocyte lysate, luciferase refolding luminescence, 3 h | inhibition, % at 5.6 µM | 290,000 compounds, 0.91% hits | AID 1789;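 active = inhibition above the screen-wide mean plus 3 SD, computed separately per campaign, cut at about 16% in these data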;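 also: 0% = DMSO wells and 100% = 60 µM geldanamycin wells; inhibitors lower the luminescence because luciferase stays unfolded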
AI-2 QS modul = modulators of Vibrio harveyi AI-2 quorum sensing system; 300,000 compounds, 0.4% hits; activity change, % at 7.5 µM; Vibrio harveyi JMH597 AI-2 luminescence/OD600 ratio, 9 h; active compounds read low; strain lacks LuxN and CqsS sensors; 0 = neutral-control median; AID 2094; in the data active = activity change below about -75%, passing the limit was not always enough;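 also: luminescence divided by OD600 gain over 9 h not by final OD600 alone; inactives centre near 13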
Starred values were filed as active, the others as inactive; i = inactive; nt = no result given. Not all compounds are listed; count on the stated rates, not on these rows.

SMILES	GSK3 alpha inh	GSK3beta inhib	PolyA inh	aSyn UTR inh	IEC-6 tox	HSF1 inh	HSF1 activator	KLF5 inhibitor	HSP90 inh	AI-2 QS modul
CCN(CC)CCCN1C=C2C(=O)C(C)(OC(=O)CCc3ccccc3)C(=O)C=C2C=C1c1ccc(C#N)cc1 (centres undefined)	0.4	-1.9	i	-22.3	nt	-7.4	1.4	nt	nt	46.3
Cc1ccccc1C(=O)N=c1ccn(-c2nc3ccccc3nc2NS(=O)(=O)c2ccccc2)cc1	-3.0	-0.9	i	-16.2	-2.4	-4.8	-13.6	-7.0	-2.2	46.7
Cc1nn(C(C)C(=O)NCCN2CCCCCC2)c(=O)c2nn(-c3ccccc3)c(C)c12 (centres undefined)	1.2	-1.6	i	0.8	-0.4	-1.3	-0.2	-32.8	0.1	15.6
Cn1c(-c2ccccc2)c(/C=N/NC(=O)c2cccnc2)c2ccccc21	-1.6	-2.3	i	-15.8	9.3	10.2	6.7	-44.6	0.0	13.5
CCN1CCN(C2CCCCC2NS(=O)(=O)c2ccc(Cl)cc2)CC1 (centres undefined)	nt	-3.2	i	-19.0	4.8	-0.8	0.7	-11.6	-1.9	28.4
O=C(NCCC(=O)N1CCc2ccccc21)c1ccccc1Cl	0.9	-4.5	i	4.1	5.7	-6.8	-20.4	-20.4	2.3	36.7
CCCCNC(=S)N(CCN(CC)CC)Cc1cc2cc3c(cc2[nH]c1=O)OCO3	2.7	-5.1	i	1.4	-3.6	-10.0	-2.1	-9.2	1.3	11.1
Cc1n[nH]c(=O)c2c(NC(=O)CSc3nc4ccccc4c(=O)n3CCCOC(C)C)oc(C)c12	-0.9	0.2	i	-9.3	3.4	4.7	-5.7	-12.4	-1.6	18.4
C[C@@H]1CN(C(=O)c2nc3ccc(Cl)cn3c2CN[C@H]2CCCCNC2=O)C[C@H](C)O1	-1.3	-2.9	i	8.0	1.6	-1.2	-14.1	-7.2	4.6	20.1
O=C(NC1=C(NC2CCS(=O)(=O)C2)C(=O)c2ccccc2C1=O)c1ccccc1 (centres undefined)	0.5	-8.6	i	25.8	3.6	2.3	29.3	-18.6	3.2	35.0
CCOC(=O)c1c(C)c(C(=O)NCc2ccccn2)c(C)n1CC	-0.1	-3.4	i	17.5	0.8	-11.5	10.4	25.4	-0.9	15.8
CCOc1ccc(NC(=O)c2ccc(-n3cccn3)nc2)cc1	-0.3	1.3	i	-27.9	-5.1	-0.4	-3.1	-9.2	-0.4	5.2
O=C(CSc1nc(C(F)(F)F)cc(=O)[nH]1)N1CCOCC1	-3.3	3.2	i	-4.0	nt	-3.3	-13.0	nt	nt	35.2
O=C(NCc1ccccc1)C1=C[C@H](c2ccc(Br)cc2)C[C@H](OCCCCO)O1	nt	-2.0	i	-8.8	nt	-0.6	-9.9	nt	nt	15.6
CCOC(=O)c1ccc2nc(Nc3nc4ccc(F)cc4s3)sc2c1	-0.5	3.3	i	13.3	-6.8	-80.0*	-82.4	49.0	11.9	9.5
O=C(O)C1C2C=CC(C2)C1C(=O)NCc1cccs1 (centres undefined)	0.1	5.1	i	19.6	2.7	-3.9	0.2	12.2	4.6	8.7
COc1ccc2nc(NC(=S)NC(=O)c3ccco3)sc2c1	-1.5	1.1	i	-132.7	7.7	12.8	8.0	-117.3	11.7	25.6
Cc1nnc(SCC(=O)Nc2ccc(-c3nc4ccccc4s3)cc2)s1	-6.3	-0.1	i	-1.4	-0.1	26.9	17.0	-66.1	-6.3	31.2
COc1ccc2c(c1)NC(=O)CC(c1ccccc1)=N2	-2.4	0.5	i	-71.6	1.1	37.2	47.1	-73.1	-0.3	14.2
O=C(Nc1c2c(nn1-c1ccc(F)cc1)CS(=O)C2)c1ccc(S(=O)(=O)N2CCOCC2)cc1 (centres undefined)	-0.2	0.7	i	4.8	0.9	-9.1	-3.3	-19.7	0.8	11.1
CC(C)c1ccc(NC(=O)NC2CCCCC2)cc1	-3.8	0.8	i	-244.4	-3.6	37.6	47.4	-120.0	-2.6	-34.2
CN(C(=O)CN1C(=O)/C(=C/c2ccccc2F)SC1=S)C1CCS(=O)(=O)C1 (centres undefined)	-2.1	1.0	i	-8.8	-1.3	-4.2	-3.8	-18.1	1.2	3.7
CC(=O)Nc1sc(N/N=C/c2ccc(C)cc2)nc1-c1ccc(C)cc1	0.3	-2.3	i	-34.4	0.4	7.3	5.2	3.2	-3.5	26.1
CC(C)CC(O)(c1ccccc1)C(CN1CCOCC1)c1ccccc1 (centres undefined)	0.4	-0.9	i	8.5	-3.4	1.4	-6.4	-28.2	3.1	10.5

Copied from the list.
COc1ccc2c(c1)NC(=O)CC(c1ccccc1)=N2 @ IEC-6 tox = 1.1
Cc1n[nH]c(=O)c2c(NC(=O)CSc3nc4ccccc4c(=O)n3CCCOC(C)C)oc(C)c12 @ GSK3 alpha inh = -0.9
CCCCNC(=S)N(CCN(CC)CC)Cc1cc2cc3c(cc2[nH]c1=O)OCO3 @ HSF1 activator = -2.1
O=C(O)C1C2C=CC(C2)C1C(=O)NCc1cccs1 (centres undefined) @ HSF1 inh = -3.9
Cc1ccccc1C(=O)N=c1ccn(-c2nc3ccccc3nc2NS(=O)(=O)c2ccccc2)cc1 @ AI-2 QS modul = 46.7

The results go on:
SMILES	GSK3 alpha inh	GSK3beta inhib	PolyA inh	aSyn UTR inh	IEC-6 tox	HSF1 inh	HSF1 activator	KLF5 inhibitor	HSP90 inh	AI-2 QS modul
Cc1cccc(C(=O)NNC(=O)c2ccc(F)cc2)c1	-2.3	1.6	i	-22.0	-5.0	-3.5	11.0	-13.6	0.2	32.3
Cc1cc(C)cc(NC(=O)CSc2nnc(C3CC3)n2CC2CCCO2)c1 (centres undefined)	-0.2	-4.5	i	-8.6	-0.3	-8.8	-3.0	-16.6	-0.4	11.9
COc1ccc(CCC(C)NCc2ccc(F)cc2)cc1 (centres undefined)	0.1	0.5	i	7.3	1.1	-14.6	-34.3	-7.2	-0.5	20.9
CC(C)c1ccc(NC(=O)c2ccc(Br)o2)cc1	2.2	11.1	i	-148.5	0.9	19.0	46.8	-136.4	4.8	6.9
COc1ccccc1C(=O)OCCCN=C1NS(=O)(=O)c2ccccc21	-0.1	-0.4	i	-7.7	2.4	1.2	24.2	11.0	4.5	14.6
Cc1ccc(S(=O)(=O)n2c(CN3CCCC(C)C3)nc3ccccc32)cc1 (centres undefined)	-0.5	-1.2	i	3.9	-0.4	nt	nt	-7.7	0.9	23.5
COc1ccccc1NNC(=O)c1cc(C(C)(C)C)nn1Cc1ccccc1	-1.6	8.0	i	-41.6	-2.7	-6.2	7.1	-21.2	-3.6	29.0
CCN(CC)CCNC(CC(=O)Nc1ccc(Cl)cc1Cl)C(=O)O (centres undefined)	1.1	-2.9	nt	-3.0	-2.0	4.2	13.1	1.2	6.5	13.5
CC(C(=O)O)c1ccc(N2Cc3ccccc3C2=O)cc1 (centres undefined)	2.1	-0.7	i	10.4	3.6	7.9	22.8	-41.3	26.9*	8.4
O=C(NC1CCN(Cc2ccc3ccccc3c2)CC1)c1ccccc1	1.9	0.2	i	23.2	4.5	-4.9	6.5	-16.4	7.2	6.1
O=C(COc1ccc(/C=N/NC(=O)c2cccnc2)cc1)Nc1ccccc1	-0.2	1.6	i	2.2	5.5	-1.2	-14.4	-16.2	1.5	56.4
CCOC(=O)Cc1csc(N/C(=N/S(=O)(=O)c2ccc(Cl)cc2)c2ccccc2)n1	-3.3	2.9	i	0.6	1.5	-1.4	-12.0	-39.3	-2.4	2.4
COc1ccccc1N(CC(=O)NCCSCc1cccc(Cl)c1)S(C)(=O)=O	-1.4	-3.0	i	16.9	0.7	4.1	2.3	-37.6	-3.2	-8.6
CCCn1c(SCC(=O)NCc2ccc(OC)cc2)n[nH]c1=O	-2.0	-6.5	i	2.5	3.6	1.0	-0.7	5.0	1.5	18.9
CC(=O)NCCNC(=O)c1ccc(CSc2ccc(Cl)cc2)cc1	1.0	1.0	i	-132.0	3.9	68.8	68.0*	-133.1	-4.5	11.4
CN(C)CCNC(=O)NC(=O)c1ccc(Cl)cc1	-3.4	2.0	i	-10.9	-1.1	-5.6	-7.3	1.0	-1.3	19.1
CC(=O)/C(=C\N(C)C)Sc1ccc(Cl)cc1	-3.1	0.5	i	-8.0	-1.8	5.9	10.3	-3.6	-0.1	12.0
CCCC1CCC(=NNC(=S)NCCc2ccccc2)CC1 (centres undefined)	-1.4	0.3	i	-10.5	4.6	1.7	11.2	6.0	-2.6	0.8
Cc1ccc(S(=O)(=O)N2CCN(C(=O)c3n[nH]c(=O)c4ccccc34)CC2)cc1	1.2	2.7	i	8.4	-0.4	-0.3	-6.8	-6.0	-0.7	27.4
COc1ccccc1NC(=S)NCCc1ccc(OC)c(OC)c1	-1.3	1.4	i	17.7	-2.2	-0.9	4.4	-18.1	1.1	7.3
COC(=O)c1cc(NC(=O)/C=C/c2ccc3c(c2)OCO3)cc(C(=O)OC)c1	-1.0	1.4	i	48.3	-7.4	-3.6	20.6	-34.4	-2.8	1.6
Cc1sc(=NC(=O)c2ccco2)n(C)c1-c1ccc(F)cc1	nt	2.3	i	-113.1	4.5	12.7	43.2	-82.5	-1.2	16.1
Cc1ccc(SCc2c(C(=O)N/N=C/c3ccc4c(c3)OCO4)nnn2-c2nonc2N)cc1	-1.8	2.9	i	-21.0	5.4	4.0	15.9	-19.4	5.0	14.2
O=S(=O)(c1cccs1)N1CN(CC2CCCO2)c2nc3ccccc3nc21 (centres undefined)	0.9	-1.3	i	16.3	8.0	6.2	7.7	0.7	3.0	11.6

HSF1 inh, hit marks shown above.
SMILES	GSK3 alpha inh	GSK3beta inhib	PolyA inh	aSyn UTR inh	HSF1 inh	HSF1 activator	KLF5 inhibitor	HSP90 inh	AI-2 QS modul
CCOC(=O)c1ccc2nc(Nc3nc4ccc(F)cc4s3)sc2c1	-0.5	3.3	i	13.3	-80.0*	-82.4	49.0	11.9	9.5

New compounds follow
SMILES	GSK3 alpha inh	GSK3beta inhib	PolyA inh	aSyn UTR inh	IEC-6 tox	HSF1 inh	HSF1 activator	KLF5 inhibitor	HSP90 inh	AI-2 QS modul
O=S(=O)(c1cccs1)N1CN(C2CCCC2)c2nc3ccccc3nc21	0.8	3.0	i	44.8	0.8	3.7	10.1	-15.0	-0.4	16.6
COc1ccc(CCNC(=O)C(=O)NCC2CCCN2S(=O)(=O)c2ccccc2)cc1 (centres undefined)	-1.5	-0.7	i	3.4	nt	-3.5	-1.7	nt	nt	23.1
Fc1cc2ncn(Cc3ccccc3)c2cc1F	0.1	-4.3	i	11.6	8.7	3.1	0.3	3.0	3.5	-15.7
COc1ccccc1Nc1ncnc2c1c(C)c(C)n2CCO	0.0	-1.0	i	-103.0	1.9	4.9	16.8	-74.8	2.3	18.9
O=C(N/N=C(\c1ccccc1)c1cccnc1)c1cccc(F)c1	0.3	-1.3	i	80.4*	99.7*	100.0	126.9*	67.7*	2.9	9.3
CCOc1ccc2nc(C)cc(Nc3cccc([N+](=O)[O-])c3)c2c1	-1.1	4.6	i	17.3	5.7	7.4	27.4	-16.1	-0.8	19.9
